# High-throughput results from PubChem.
# D1 ag: agonists of human D1 dopamine receptor; HEK293 T-REx D1 cells, calcium flux, agonist mode; AID 504660; activation, % at 2 µM; hit rate 1% among 360,000; in the data active = activation above about 30%; note: 0% is about no effect
#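 Agonism was scored from calcium flux recorded over 180 s (1 read/s) after pintool compound addition, following a 10-cycle baseline. Cells were inducible force-coupled HEK293 TREx D1, plated overnight at 30 C and loaded with no-wash calcium dye.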
# D1 potentiator: potentiators of human D1 dopamine receptor; P21728; AID 504651; HEK293 TREx D1 cells, calcium flux, dopamine EC20 potentiation; potentiation, % at 10 µM; hit rate 0.036% among 360,000; in the data active = potentiation above about 30%; note: 0% is about no effect
# D1 antag: blocks dopamine activation of the human D1 receptor | AID 504652 | HEK293 TREx D1 cells, calcium flux, dopamine EC80; hits give low values | hit rate 3.2% among 360,000 | P21728 | activity change, negative = inhibition, % at 10 µM; in the data active = activity change below about -30%; note: % is set by controls: 0 for no effect and ±100 for the full control effect
#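 Cells carrying a force-coupled, tetracycline-inducible human D1 receptor report calcium flux. Each well gets a 10 s baseline, compound with 180 s monitoring, then an EC80 dopamine stimulus with a second 180 s kinetic read.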
# RXFP1 agonist: RXFP1 (human) receptor agonism | Q9HBX9 | HEK293T-RXFP1 cAMP TR-FRET, 30 min; response scale: percent of porcine relaxin response, buffer zero | Potency, µM (series often up to 57.5 µM), without a hit: at the highest dose activation, most hits filed as activators | hit rate 0.3% among 370,000 | AID 2676; note: potency is the fitted concentration of half-maximal effect; % is set by controls: 0 for no effect and ±100 for the full control effect; nearly all actives have a fitted effect of over 60% in size; many of its hits are not listed in these tables
#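 HEK293T cells stably expressing RXFP1 were pretreated with the PDE4 inhibitor Ro 20174, exposed to compounds for 30 min at 37C, lysed, and cAMP was read by TR-FRET. Data normalized to buffer (basal) and 29 nM porcine relaxin (100%).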
# Vif-APOBEC3F blk: Vif-A3F binding inhibition; HeLa A3F-eYFP + Vif (tagged APOBEC3F with the HIV-1 protein that degrades it), YFP fluorescence increase; Potency, µM (highest dose often 46.1 µM), for the others: top-dose activity, negative = active; hit rate 0.2% among 390,000; note: potency is the fitted concentration of half-maximal effect; % of control where 0% means no effect; nearly all actives have a fitted effect of over 65% in size
#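 HeLa cells stably expressing A3F-eYFP plus Vif, plated and incubated overnight at 37 deg C, then exposed to compounds overnight at 37 deg C. Blocked degradation read as raised yellow fluorescence (Ex 488/Em 500-530).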
# Glioma ERSR ind: inducers of ER stress response in human glioma cells | hit rate 0.02% among 420,000 | U87-MG GRP78 promoter luciferase reporter, 16 h | Potency, µM, for inactives: at the highest dose activation, most hits filed as activators; note: potency is the fitted concentration of half-maximal effect; series mostly up to about 76 µM; % of control where 0% means no effect; nearly all actives have a fitted effect of over 35% in size
#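 Stably transfected U87-MG human glioma cells carrying a GRP78-based luminescent sensor were seeded at 1000 cells/well, pin-dosed with compounds and incubated 16 h. Luciferase reagent was then added, and end-point luminescence was read after 10 min at room temperature.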
# Vif-APOBEC3G blk: inhibitors of Vif-APOBEC3G interaction | Q9HC16 | HeLa A3G-eYFP + Vif (tagged APOBEC3G with the HIV-1 protein that degrades it), YFP fluorescence, overnight | Potency, µM (highest dose often 46.1 µM), without a hit: top-dose activity, negative = active, hits mostly inhibitors | hit rate 0.076% among 410,000 | AID 602310;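 note: potency is the fitted concentration of half-maximal effect; % is set by controls: 0 for no effect and ±100 for the full control effect; nearly all actives have a fitted effect of over 60% in size; hits raise eYFP signal because A3G escapes Vif-driven loss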
# Target sequence (Q9HC16 whole entry, looked up): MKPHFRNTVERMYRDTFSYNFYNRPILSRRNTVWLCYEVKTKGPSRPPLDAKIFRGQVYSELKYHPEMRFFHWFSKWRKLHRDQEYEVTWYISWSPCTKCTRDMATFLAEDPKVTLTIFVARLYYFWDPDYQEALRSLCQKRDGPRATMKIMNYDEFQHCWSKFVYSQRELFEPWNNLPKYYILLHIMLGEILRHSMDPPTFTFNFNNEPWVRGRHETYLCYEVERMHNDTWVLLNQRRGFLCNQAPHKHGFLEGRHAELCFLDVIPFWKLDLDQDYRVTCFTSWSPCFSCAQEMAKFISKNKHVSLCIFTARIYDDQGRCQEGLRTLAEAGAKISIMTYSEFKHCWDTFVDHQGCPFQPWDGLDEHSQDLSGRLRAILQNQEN
#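 HeLa cells stably expressing Vif and C-terminally eYFP-tagged A3G, seeded overnight at 37 deg C, then exposed to compound by pintool overnight at 37 deg C. Rise in yellow fluorescence (Ex 488/Em 500-530, Acumen) marks blocked Vif-driven A3G degradation.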
# D2 PAM: positive allosteric modulators of human D2 dopamine receptor | P14416 | HEK293 T-REx D2, calcium flux, EC20 dopamine potentiation | potentiation, % at 10 µM | hit rate 0.34% among 340,000;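 active = potentiation over 3 SD above the plate norm, cut at about 30% in these data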; note: 0% is about no effect
# Target sequence (P14416 whole entry, looked up): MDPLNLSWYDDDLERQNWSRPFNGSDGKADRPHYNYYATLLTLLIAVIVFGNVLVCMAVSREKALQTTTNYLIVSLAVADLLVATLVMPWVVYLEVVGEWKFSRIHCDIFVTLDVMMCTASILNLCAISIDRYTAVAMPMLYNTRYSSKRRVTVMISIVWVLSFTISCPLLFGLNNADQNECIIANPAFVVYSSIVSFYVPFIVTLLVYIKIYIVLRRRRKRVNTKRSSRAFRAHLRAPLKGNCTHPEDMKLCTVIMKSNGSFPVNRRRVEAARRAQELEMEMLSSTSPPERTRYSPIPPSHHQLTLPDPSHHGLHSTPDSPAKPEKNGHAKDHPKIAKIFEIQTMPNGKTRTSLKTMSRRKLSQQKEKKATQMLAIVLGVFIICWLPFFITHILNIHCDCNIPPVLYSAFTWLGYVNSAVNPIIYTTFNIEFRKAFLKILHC
#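 Tetracycline-induced HEK293 T-REx cells force-coupled to calcium signalling expressed D2; compounds were pin-added after a 10 s baseline, read kinetically 180 s, then an EC20 dopamine challenge followed with a further 180 s calcium read.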
# RXFP1 antag: antagonists of human relaxin receptor RXFP1. Q9HBX9. HEK293-RXFP1, relaxin-stimulated cAMP HTRF, 30 min; hits give low values. activity change, negative = inhibition, % at 57.5 µM. hit rate 0.59% among 350,000. AID 1259400;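 active = activity change of -60% or lower, but not beyond a set lower limit; inconclusive = change between -60% and -40%, or beyond the set limit; inactive = change above -40%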; note: % is set by controls: 0 for no effect and ±100 for the full control effect
# Active calls of the source: *; ? = inconclusive; nt = no result given. Unless noted, calls come from the whole dose curve; as a rule, active = well fitted curve in the direction sought with a large enough effect; inconclusive = small, poorly fitted or top-dose-only effect, or another doubt; inactive = no such curve, though single readings can be large; an effect the other way counts as inactive or inconclusive.
SMILES,D1 ag,D1 potentiator,D1 antag,RXFP1 agonist,Vif-APOBEC3F blk,Glioma ERSR ind,Vif-APOBEC3G blk,D2 PAM,RXFP1 antag
Cc1ccc2c(c1)-c1c(cnn1CC(=O)Nc1ccccc1C#N)CO2,15,-3,24,-0.7%,1%,-2%,2%,0,nt
CSCCC(NC(=O)COc1ccccc1)C(=O)N1CCCCC1 (centres undefined),0,-3,3,4.5%,-3%,-3%,1%,-4,-6
CCOc1ccccc1N(C)C(=O)Cn1nc(Cc2cccnc2)c2ccccc2c1=O,0,3,8,18%,-3%,-4%,-3%,-2,20
Cc1ccc(NC(=O)c2cc(-c3ccc(C)c(C)c3O)n[nH]2)cc1C,4,-12,-14,-2.2%,-5%,-2%,-7%,-8,1
CCCCn1c(N)c(N(CC(C)C)C(=O)C2CCN(S(=O)(=O)c3ccc(F)cc3)CC2)c(=O)[nH]c1=O,5,0,10,-2.3%,6%,-2%,-1%,4,-10
CCN1CCN(C(=O)N(CC(=O)Nc2ccc(C(N)=O)cc2)S(=O)(=O)c2ccc(C)cc2)CC1,3,1,0,0.0%,-18%,-5%,-5%,-2,-7
CCC1(C(=O)c2ccccc2)C(c2ccc([N+](=O)[O-])cc2)C1(C(=O)OC)C(=O)OC (centres undefined),0,-1,3,3.0%,-1%,1%,-2%,5,10
O=C(NCc1ccc(F)cc1)N1CCN(C(=O)c2ccccc2)CC1,1,-2,0,1.5%,-2%,-4%,2%,-7,0
N#Cc1ccsc1NC(=O)CCS(=O)(=O)c1ccccc1,0,-3,6,-1.0%,-1%,8%,-1%,-1,1
COC(=O)c1[nH]c2ccc(F)cc2c1NC(=O)CCN1CCN(C(=O)c2ccco2)CC1,0,2,1,0.8%,nt,nt,nt,0,nt
O=C(C1=C(O)C(=O)N(c2ncccn2)C1c1cccs1)c1ccco1 (centres undefined),6,7,-16,28%,-2%,-3%,0%,-5,-2
CC(C)N(CCCNC(=O)c1ccc(N2CCCC2=O)cc1)Cc1ccccc1,2,-2,40,2.1%,0%,-6%,2%,0,4
Cc1ccc(CNC(=O)c2cc(COc3c(F)cccc3F)on2)s1,11,-2,-14,-1.9%,?,-2%,-1%,-7,4
COc1ccccc1NC(=O)N1CCCC1C(=O)NCc1ccccc1Cl (centres undefined),1,-1,-8,1.2%,-2%,-1%,-1%,-9,-8
CC[C@H](C)[C@@H]1NC(=O)c2cc([N+](=O)[O-])cc(F)c2NCCCC[C@@H](C(N)=O)NC(=O)[C@H](CCCCN)NC1=O,-3,-1,-10,2.1%,3%,-4%,-3%,2,nt
Cc1c2cnn(-c3ccccc3)c(=O)c2c(C)n1CC(=O)N1CCN(c2ccc(F)cc2)CC1,4,-3,1,0.7%,0%,-3%,2%,-5,nt
O=C(N/N=C/c1ccccc1C(=O)O)c1cccc(S(=O)(=O)Nc2cc(Cl)ccc2Cl)c1,0,-2,0,-23%,1%,-6%,-2%,7,-22
CCN(CC)CC(C)(C)COC(=O)c1oc2ccccc2c1C,1,-8,5,-1.0%,-10%,2%,4%,-7,-24
CCN(CC)CCNC(=O)c1ccccc1C(=O)c1ncc[nH]1,6,1,18,1.0%,-1%,-6%,2%,11,1
CC(=O)Nc1ccc(S(=O)(=O)NCC(=O)NNC(=O)COc2c(C)cccc2C)cc1,nt,nt,nt,nt,1%,-3%,-1%,nt,-3
O=c1[nH]c(Cc2ccccn2)nc2scc(-c3ccc(Cl)cc3)c12,1,-3,-8,1.3%,2%,-1%,1%,2,-20
COc1ccc(C2=NN(C(=O)CSc3nc(=O)n4ccc(C)cc4n3)C(c3ccc(C)cc3)C2)cc1 (centres undefined),5,1,24,1.8%,-6%,-5%,0%,-2,-15
Cc1c(Cl)cccc1NC(=O)CSc1ccc(-c2cccnc2)nn1,-2,6,3,?,-5%,0%,0%,12,0
CC(=O)Nc1cccc(OC(=O)COc2ccc(Br)cc2)c1,11,-3,-31*,2.5%,-4%,2%,1%,0,18
COc1ccc([C@@H]2CC=C(C(=O)O)[C@H](c3cccc(Cl)c3)N2S(=O)(=O)c2ccc(C)cc2)cc1OC,4,-6,-2,-0.8%,0%,-5%,0%,1,nt
CC(C)NC(=O)COC(=O)c1cncc(Br)c1,3,-6,4,2.8%,2%,-5%,1%,nt,6
C=CCn1c(SCC(=O)N2CCCCCC2)nc2ccccc2c1=O,1,-4,-32*,0.6%,4%,3%,0%,4,4
COC(=O)Cc1ccc(NC(=S)N2CCN(c3cc(Cl)ccc3C)CC2)cc1,11,0,-13,-2.4%,-4%,3%,5%,0,1
Cc1ccc(C(=O)N2CCN(C3c4cccc5cccc(c45)C3NS(=O)(=O)c3ccccc3)CC2)cc1 (centres undefined),2,-7,13,-1.0%,-1%,-2%,-1%,-8,2
C/C(=N\N1C(=O)CSC1=S)c1ccc(Br)cc1,2,1,0,1.0%,-20%,-7%,0%,-2,4
O=C1N(c2ccccc2)C(c2ccc(Cl)cc2)N2CCCN12 (centres undefined),2,-4,-13,-0.2%,2%,-2%,0%,-5,-7
COCCN(CCOC)CC(O)COC(c1ccccc1)c1ccccc1 (centres undefined),0,-3,12,0.3%,5%,-2%,0%,nt,0
COc1ccc(NC(=O)COC(=O)c2cc(S(=O)(=O)N3CCCC3)ccc2O)cc1,nt,nt,nt,nt,-1%,-8%,-1%,nt,20
CC1CCCC(NC(=O)COC(=O)CCC(=O)c2cccs2)C1C (centres undefined),nt,nt,nt,nt,9%,-5%,0%,nt,-28
Cc1ccc(S(=O)(=O)NC(=O)c2cccc(Br)c2)cc1,1,6,-7,1.2%,7%,-3%,0%,-7,-13
O=C(COC(=O)c1cc[n+]([O-])cc1)Nc1ccc(SC(F)F)cc1,2,-3,-34*,3.8%,1%,-2%,3%,-5,-4
CCC(C)OC(=O)C1=C(C)NC(=O)NC1c1ccc(F)cc1 (centres undefined),0,-4,-28,0.0%,-4%,-2%,-3%,-4,2
CCOc1ccc(CCNC(=O)c2cccc(-n3c(C)nc4cccnc43)c2)cc1,9,-2,-3,12%,9%,-3%,3%,3,-7
CCOc1ccccc1NC(=O)COC(=O)CC(NC(N)=O)c1ccc(Cl)cc1 (centres undefined),0,2,10,0.2%,4%,-6%,1%,4,-22
CN(C(=O)COc1ccc2ccc(=O)oc2c1)C1CCS(=O)(=O)C1 (centres undefined),2,-3,6,5.3%,5%,0%,-1%,-5,15
Clc1ccc(-c2csc(N3CCSCC3)n2)cc1,2,-3,3,0.8%,0%,3%,6%,14,-10
NC(=O)c1ccsc1NC(=O)CCc1ccccc1,1,5,22,0.0%,-12%,1%,1%,6,0
O=C(NCc1ccccn1)Nc1cc(Cl)ccc1Cl,5,-9,-17,2.6%,2%,5%,-8%,0,3
O=C(Nc1cccnc1)c1ccc([N+](=O)[O-])cc1Cl,3,-6,-9,4.6%,-6%,1%,1%,2,-5
Cn1cnnc1Sc1ccc(/C=C/C(=O)c2ccc(O)cc2)cc1[N+](=O)[O-],2,-5,-4,0.1%,0%,?,-22%,7,8
CC1=CC2=NC(=O)/C(=C/c3cccs3)C(=N)N2O1,3,2,5,-0.1%,-16%,1%,1%,-2,-8
CCOC(=O)N1CCN(Cc2nc3cc(NC(=O)C(C)C)ccc3n2CC)CC1,1,-1,-6,0.4%,-9%,0%,-7%,4,3
COc1ccccc1CNC(=O)c1cnc(N2CCCC2)nc1C,4,-1,-1,0.3%,nt,nt,nt,3,1
O=C(CSc1nc2ccccc2c(=O)n1Cc1ccco1)N1CCCCCC1,5,-2,-12,-3.4%,-3%,-1%,0%,-2,-17
COc1ccc(C(=O)Nc2ccc(C(=O)N3CCOCC3)cc2)cc1OC,3,13,-1,2.7%,-6%,3%,-1%,-17,-4
Cc1noc(C)c1COc1ccccc1C(=O)N1CCN(S(=O)(=O)c2ccc(F)c(F)c2)CC1,nt,nt,nt,nt,-7%,-1%,0%,nt,9
CC1CCN(CCCNC(=O)C2CCCN(c3ncnc4c3nc3n4CCCCC3)C2)CC1 (centres undefined),2,-4,12,10%,4%,-6%,-2%,-6,2
CC(C)(C)NC(=O)CN(C(=O)CCC(=O)Nc1nccs1)c1ccc2c(c1)OCCO2,1,-2,11,1.4%,-9%,0%,1%,4,8
COC(=O)NNC(=O)C(c1ccccc1)c1ccccc1,nt,nt,nt,nt,3%,-4%,1%,nt,-2
O=C(C[n+]1ccccc1)Nc1ccccc1C(=O)O,1,-9,-9,0.1%,-3%,-2%,-1%,2,0
Cc1nn(-c2ccccc2)c(C)c1NC(=O)COc1ccc(Br)cc1Cl,6,0,9,-0.2%,2%,-5%,0%,4,?
Cc1ccc(-n2nc3c(c2NC(=O)c2ccc4c(c2)OCO4)CS(=O)(=O)C3)c(C)c1,7,1,27,-0.5%,0%,-5%,1%,5,18
CCOC(=O)c1ccc(NC=C2C(=O)OC3(CCCCC3)OC2=O)cc1,3,-2,3,1.6%,4%,-3%,2%,5,-10
CCNc1ccc(S(=O)(=O)NCCN(C)C)cc1[N+](=O)[O-],2,-8,-2,2.6%,1%,-5%,0%,0,-3
Brc1ccc(C2=CC(c3cccs3)n3ncnc3N2)cc1 (centres undefined),60*,1,8,2.2%,?,-2%,-23%,1,-11
COc1ccc(OC)c(/C=N/NC(=O)CNC(=O)c2cccc3ccccc23)c1,1,-1,-17,0.9%,4%,-5%,-6%,-8,-3

# Single records, as listed above. Screens in order: D1 ag | D1 potentiator | D1 antag | RXFP1 agonist | Vif-APOBEC3F blk | Glioma ERSR ind | Vif-APOBEC3G blk | D2 PAM | RXFP1 antag
# CCOC(=O)c1ccc(NC=C2C(=O)OC3(CCCCC3)OC2=O)cc1 in the list: 3 | -2 | 3 | 1.6% | 4% | -3% | 2% | 5 | -10
# COc1ccccc1CNC(=O)c1cnc(N2CCCC2)nc1C in the list: 4 | -1 | -1 | 0.3% | nt | nt | nt | 3 | 1
# COC(=O)NNC(=O)C(c1ccccc1)c1ccccc1 in the list: nt | nt | nt | nt | 3% | -4% | 1% | nt | -2

# A portion of the library. The share of hits here may be higher or lower than overall.
